Screening results as filed in PubChem BioAssay.
TGFb inhibitor: blocks TGF-b signaling. hit rate 1.2% among 410,000. AID 588855. Potency, µM (top dose mostly 46.1 µM), for the others: at the highest dose activity, negative = inhibition, hits mostly inhibitors. HepG2 CAGA-GFP TGF-b/SMAD3 reporter, GFP fluorescence, 18 h; TGF-beta stimulated, 500 pg/mL final; also: potency is read from the fitted curve at half-maximal effect; % is scaled to controls: 0 for no effect and ±100 for the full control effect; nearly all actives have a fitted effect of over 65% in size
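HEPG2 CAGA-GFP, 1000 cells/well; 2 h settle, 37 C; cpd via pin tool; TGF-b 500 pg/mL final; 18 h, 37 C; GFP imaging ex488/em500-530; %Activity normalised to -TGF-b and +DMSO controls; CRC fit, curve class.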
Nrf2 inh: inhibitors of Nrf2 signaling; A549 ARE-Fluc reporter, luciferase luminescence, 18-24 h; Potency, µM (series often up to 46 µM), for inactives: at the top dose activity change, negative = inhibition, most hits filed as inhibitors; hit rate 2.1% among 360,000; also: potency is read from the fitted curve at half-maximal effect; % is scaled to controls: 0 for no effect and ±100 for the full control effect; nearly all actives have a fitted effect of over 60% in size
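Concentration-response testing used A549 ARE_Fluc cells at 5000 cells/well. Following an 18-24 h compound incubation, viability was read by fluorescence (Ex 405/Em 525) and luciferase output by luminescence.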
ATXN viability: viability counter-screen for ATXN expression inhibitors; Potency, µM (top dose mostly 56.7 µM), usual class: cytotoxic; S2 cells (HEK-293 line with an ATXN2-luciferase reporter) viability, CellTiter-Fluor protease fluorescence, 24 h; hit rate 0.49% among 400,000; also: potency is read from the fitted curve at half-maximal effect; nearly all actives have a fitted effect of over 40% in size
Nrf2 activator: activators of Nrf2 (ARE) signaling; hit rate 0.31% among 410,000; AREc32 ARE-luciferase reporter (MCF7-derived line), luminescence, 24 h; Potency, µM (top dose mostly 46.1 µM), inactives show at the top dose activation, hits mostly activators; also: potency is read from the fitted curve at half-maximal effect; % of control where 0% means no effect; nearly all actives have a fitted effect of over 65% in size
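Steps: seed AREc32_Fluc cells (1000/well, 5% FBS OPTI-MEM); incubate overnight at 37 deg C; add 23 nL compound; incubate 24 hr; add Steady-Glo; hold 30 min RT; read luminescence.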
HepG2 viability: counter-screen for TGF-b inhibitors: cytotoxicity in HepG2 cells | AID 588856 | hit rate 0.76% among 410,000 | HepG2 CAGA-GFP viability, ATP luminescence, 18 h | Potency, µM (series often up to 46.1 µM), without a hit: at the highest dose activity change, negative = cytotoxicity, actives largely listed as cytotoxic; also: potency is read from the fitted curve at half-maximal effect; some results filed as inactive show a strong effect at the top dose
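HepG2 CAGA-GFP cells (1000/well, DMEM with 1% FBS) received compound, then TGF-beta at 500 pg/mL final, and were incubated 18 hours at 37 degrees C. Viability was read by CellTiter-Glo luminescence. Media-only wells were set as complete cell-killing and DMSO as no toxicity.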
A549 viability: kills or reduces viability of A549 cells in Nrf2 counter-screen; A549 ARE-Fluc cells, CellTiter-Fluor viability, 18-24 h; Potency, µM (highest dose often 46 µM), inactives show at the highest dose activity change, negative = cytotoxicity, hits mostly inhibitors; hit rate 0.16% among 390,000; also: potency is read from the fitted curve at half-maximal effect; % is scaled to controls: 0 for no effect and ±100 for the full control effect
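A549 ARE-Fluc cells in 5% FBS OPTI-MEM, 5000 cells/well, rested 2 h then exposed to compounds in concentration-response for 18-24 h at 37 °C. Viability by CellTiter-Fluor fluorescence (Ex 405/Em 525) after 30 min; luciferase luminescence (BugLite, 15 min, RT) read afterwards.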
MCF10A rerep: DNA re-replication induction in MCF 10a cells; MCF 10A DNA re-replication, Hoechst nuclear intensity, 48 h; Potency, µM (titrated, usually from 46.1 µM), for the others: at the top dose activity, positive = re-replication, usual class: activators; AID 624296; hit rate 2.9% among 350,000; also: potency is read from the fitted curve at half-maximal effect; % of control where 0% means no effect; nearly all actives have a fitted effect of over 50% in size
ATXN2 expr inh: ATXN2 expression inhibition | hit rate 0.72% among 360,000 | HEK-293 ATXN2-luciferase reporter, luminescence, 24 h | Potency, µM (doses to about 57 µM), for inactives: at the top dose activity change, negative = inhibition, actives largely listed as inhibitors; also: potency is read from the fitted curve at half-maximal effect; % is scaled to controls: 0 for no effect and ±100 for the full control effect; nearly all actives have a fitted effect of over 55% in size
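ATXN2-luciferase reporter cells (luciferase flanked by upstream and downstream ATXN2 gene portions) were treated 24 h at 37 °C with compounds at up to 57 uM. SteadyGlo luminescence gave expression; GF-AFC fluorescence gave viability.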
IL1B secr inh: blocks inflammasome-driven IL-1 beta release; hit rate 4.7% among 360,000; THP-1 LPS/ATP IL-1B secretion, AlphaLISA, 16 h; active compounds read low; AID 743279; activity change, % at 57.5 µM; in the data active = activity change below about -50%; inconclusive = mostly about -30% to -49%; also: % is scaled to controls: 0 for no effect and ±100 for the full control effect
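Secreted IL-1B measured by AlphaLISA bead assay after 16 h compound exposure of THP-1 cells; compounds (final up to 57.5 uM) added 1 h before LPS (250 ng/mL) and ATP (1.25 mM) stimulation; lower signal means less secretion.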
Active calls of the source: *; i = inactive; ? = inconclusive; nt = no result given; & = joins results of further samples; [ ] = dose if it differs, or a comment. Unless noted, calls follow the shape of the dose curve; as a rule, active = well fitted curve in the direction sought with a large enough effect; inconclusive = small, poorly fitted or top-dose-only effect, or another doubt; inactive = no such curve, though single readings can be large; an effect the other way counts as inactive or inconclusive. Compounds as they come. About 8.8% of those tested had a hit in this group.

Every second line gives: TGFb inhibitor | Nrf2 inh | ATXN viability | Nrf2 activator | HepG2 viability | A549 viability | MCF10A rerep | ATXN2 expr inh | IL1B secr inh
(1) CCOc1cc(/C=N/N2C(=O)NC3(CCCCC3)C2=O)cc(Br)c1O
→ -4.3% | 1.0% | i | -1.0% | -37.3% | 5.1% | 11.1% | nt | -7.3
(2) CCc1ccc(N2C(=O)CS(=O)(=O)C23C(=O)N(Cc2ccccc2)c2ccccc23)cc1 (stereo not given)
→ 9.4% | ? | i | -0.3% | 1.6% | 7.2% | nt | 11.2% | nt
(3) O=C(Nc1cccc(C(F)(F)F)c1)C1CCCN1S(=O)(=O)c1cccc2cccnc12 (stereo not given)
→ -4.0% | ? | i | -0.6% | -19.1% | -23.6% | 1.6% | ? | -7.4
(4) CC(C)Cc1nnc(NC(=O)CCc2c[nH]c3ccccc23)s1
→ -13.2% | -10.3% | i | -0.9% | -19.3% | 2.0% | 2.8% | -24.0% | -18.0
(5) COc1ccc(Cl)cc1NC(=O)CCN1CCN(c2ccccc2C)CC1
→ -5.6% | -0.9% | i | 0.0% | 2.0% | -6.8% | -4.3% | -8.5% | -21.4
(6) CC(=O)Nc1ccccc1NC(=O)CN(C)S(=O)(=O)c1ccc(C)cc1
→ 0.4% | -21.1% | i | -0.1% | -5.5% | -8.7% | -16.8% | -0.7% | -5.8
(7) COc1cccc(CNc2nc3cc(-c4cccc(OC)c4)sc3c(=O)n2C)c1
→ -4.4% | nt | i | 6.4% | -4.8% | nt | nt | 16.9% | 38.4
(8) CC(C)C(C(=O)OCC(=O)c1cccc([N+](=O)[O-])c1)N1C(=O)[C@@H]2[C@H]3CC[C@H](C3)[C@@H]2C1=O (stereo not given in full)
→ 2.1% | -21.7% | i | 0.1% | 11.2% | -0.6% | -71.9%[inhibitor] | 0.3% | 30.8
(9) CCCN(CCC)CCCNC(=O)c1cc2c(=O)oc3ccc(C)cc3c2s1
→ 0.8% | 7.2% | i | -1.1% | -24.7% | -4.3% | nt | 5.5% | nt
(10) CC(=O)Nc1ccc(S(=O)(=O)N2CCN(C(=O)c3ncoc3-c3ccccc3)CC2)cc1
→ 7.1% | 6.1% | i | -0.4% | 1.1% | -7.1% | 17.6% | 10.5% | 14.0
(11) Cc1ccc(-c2nnn(C/C(N)=N/O)n2)cc1
→ 5.1% | -7.3% | i | -0.6% | 8.8% | -18.5% | 0.5% | nt | 14.6
(12) Cc1c(NC(=O)COC(=O)c2ccc(F)c(S(=O)(=O)N3CCOCC3)c2)c(=O)n(-c2ccccc2)n1C
→ ? | 7.1% | i | -0.1% | 12.9% | 0.2% | -4.9% | 17.6% | -9.0
(13) OCC1=C[C@@H](O)[C@@H]2C=CO[C@@H](O[C@@H]3O[C@H](CO)[C@@H](O)[C@H](O)[C@H]3O)[C@H]12
→ -0.1% | -1.5% | i | -1.0% | -26.8% | 7.8% | 2.2% | 5.7% | 27.2
(14) c1ccc2sc(NN=C3CCCC3)nc2c1
→ -0.7% | ? | i | 15.8% | -27.7% | 4.3% | -6.3% | -9.1% | 5.8
(15) COc1cc(C(=O)NNC(=O)c2cc(C)[nH]n2)cc(OC)c1OC
→ 7.3% | 2.9% | i | -0.1% | 2.1% | -1.4% | 0.9% | -12.7% | -3.2
(16) Fc1ccc(Nc2nc(-c3ccncc3)cs2)cc1
→ 6.4% | ? | i | ? | -10.0% | 5.6% | 1.9% | 26.9% | -21.0
(17) CCCC(=O)N(c1ccccc1)C1C=CS(=O)(=O)C1 (stereo not given)
→ -0.5% | -13.5% | i | -0.3% | 0.2% | 18.8% | 20.6% | -34.0%[11.3 µM] | ?
(18) O=C(c1ccc(Br)c([N+](=O)[O-])c1)N1CCN(Cc2ccccc2)CC1
→ ? | -9.2% | i | 22.0% | -17.8% | -4.4% | 13.0% | nt | ?
(19) COc1ccc(CC(=O)OCC(=O)c2ccc(S(=O)(=O)N3CCCCC3)cc2)cc1
→ 18.3% | 8.6% | ? | -0.3% | -0.4% | 1.7% | -4.9% | -6.3% | 10.0
(20) Cc1ccc(CNC(=O)C(=O)Nc2c3c(nn2-c2ccccc2)CSC3)cc1
→ -23.6% | nt | i | -0.3% | -1.0% | 10.6% | nt | 0.5% | nt
(21) CCOC(=O)c1cccc(NC(=O)C2(S(=O)(=O)c3ccc(C)cc3)CC2)c1
→ -0.6%&-29.1% | 10.1%&-16.2% | ? | 5.2%&-0.5% | 2.5%&-14.0% | -1.8%&2.7% | -0.1% | -14.5%&-3.9% | 7.7
(22) Cc1cc(C(=O)CCl)c(C)n1-c1cccc([N+](=O)[O-])c1
→ ? | -9.5% | 25.1µM* | -2.7% | -95.0% | 0.4% | ? | ? | -100.3*
(23) CC(=O)C[C@@H](O)CC(=O)[C@@H]1OC(=O)CCCCCCc2ccccc21
→ -1.7% | 2.3% | i | 4.0% | -4.7% | 5.3% | ? | -4.9% | -6.4
(24) Oc1c(C(c2ccccc2Cl)N2CCN(Cc3ccccc3)CC2)sc2nc(-c3ccco3)nn12 (stereo not given)
→ ? | nt | i | 4.3% | -11.7% | -9.8% | nt | 2.3% | nt
(25) CCCNC(=O)C(NS(=O)(=O)c1cccc2nsnc12)c1ccccc1 (stereo not given)
→ 8.3% | 6.3% | i | 0.2% | 7.8% | -4.5% | 3.3% | -3.7% | 25.6
(26) Cc1ccc(-c2nc(CN3CCCCC3CCN3CCCC3=O)c(C)o2)o1 (stereo not given)
→ -7.7% | 2.9% | i | 0.0% | -2.7% | 8.9% | 3.9% | -23.2% | -3.4
(27) CC(=O)c1cc2c(s1)-c1cc(F)ccc1OC2
→ 7.08µM* | -13.0% | nt | 3.3% | -44.2% | -7.7% | 27.7% | ? | -7.8
(28) Cc1ccccc1NC(=O)c1sc2nc(-c3cc4ccccc4oc3=O)[nH]c(=O)c2c1C
→ 216.9%[activator] | ? | nt | 0.1% | -19.2% | 5.3% | nt | nt | nt
(29) C=CCc1ccccc1OCCSc1nc2ccc([N+](=O)[O-])cc2s1
→ 11.1% | -6.6% | i | 8.4% | -20.8% | ? | ? | 4.2% | -23.4
(30) O=C(NCCN1CCOCC1)c1cccc(S(=O)(=O)Nc2cc(Cl)ccc2Cl)c1
→ -18.4% | -13.6% | i | 0.1% | -11.2% | -0.6% | -1.1% | 5.2% | 14.6
(31) COC(=O)C1C2C=CC3(CN(c4cccc(C)c4)C(=O)C13)O2 (stereo not given)
→ 5.0% | 2.1% | i | -0.7% | 5.6% | -6.7% | -8.2% | 4.5% | 45.5
(32) C=CCOc1ccccc1CNn1c(C)n[nH]c1=S
→ -7.9% | nt | i | 0.2% | -12.1% | nt | nt | nt | 0.6
(33) COCCn1cnc2c1c(=O)n(CC(=O)NC1CCCCC1)c(=O)n2Cc1ccccc1
→ 16.8% | nt | i | -0.6% | 7.8% | nt | nt | nt | 8.0
(34) O=C(O)C1CCCCC1C(=O)N1CCCC1 (stereo not given)
→ 4.0% | 23.3% | i | 0.0% | 2.8% | -2.8% | -14.5% | -2.7% | 14.6
(35) COc1ccc(N2CCN(C(=O)CNS(=O)(=O)c3ccc(C)c(C)c3)CC2)cc1
→ 4.6% | -2.4% | i | 0.4% | 3.5% | 1.5% | -13.1% | -18.5% | -1.3
(36) CN(C)CCN(C(=O)CCc1ccccc1)c1nc2c(F)cc(F)cc2s1
→ -9.4% | -1.6% | i | 0.3% | -19.0% | 0.0% | -2.9% | nt | 0.0
(37) Cc1cc(SCC(=O)c2cccs2)n2nc(C)c(-c3ccccc3)c2n1
→ -16.0% | -76.4% | i | 10.1% | -12.8% | -15.1% | ? | 21.5% | -3.5
(38) O=C1Nc2c(c(=O)[nH]c(=O)n2-c2ccc(F)cc2)C1(NS(=O)(=O)c1ccc(Cl)cc1)C(F)(F)F (stereo not given)
→ 2.5% | 11.0% | i | -0.4% | -9.5% | -10.8% | nt | 2.3% | nt
(39) C=CCNC(=S)NNC(=O)c1ccco1
→ -17.7% | -1.4% | i | -1.0%[9.22 µM] | 0.4% | 2.8% | -15.5% | 6.8% | -1.6
(40) CCOc1cc(C2C(C#N)=C(N)Oc3n[nH]c(CC)c32)ccc1OCCN1CCOCC1 (stereo not given)
→ -2.4% | -16.0% | i | 4.9% | -13.2% | 1.2% | 9.2% | -11.4% | -61.0*
(41) CC1CCCN(S(=O)(=O)c2ccc(NC(=O)CN3CCCCC3)cc2)C1 (stereo not given)
→ -6.6% | -16.4% | i | -0.3% | -8.9% | 6.0% | ? | -7.8% | -3.7
(42) Cc1c(/C(O)=C2\C(=O)C(=O)N(CCN(C)C)C2c2ccccc2)cnn1-c1ccccc1 (stereo not given)
→ 13.1% | 3.1% | i | 1.8% | -15.9% | -11.3% | -0.8% | 3.1% | -7.0

From no. 41 up to 42, as listed above:
Every second line gives: TGFb inhibitor | Nrf2 inh | ATXN viability | Nrf2 activator | HepG2 viability | A549 viability | MCF10A rerep | ATXN2 expr inh | IL1B secr inh
(41) CC1CCCN(S(=O)(=O)c2ccc(NC(=O)CN3CCCCC3)cc2)C1 (stereo not given)
→ -6.6% | -16.4% | i | -0.3% | -8.9% | 6.0% | ? | -7.8% | -3.7
(42) Cc1c(/C(O)=C2\C(=O)C(=O)N(CCN(C)C)C2c2ccccc2)cnn1-c1ccccc1 (stereo not given)
→ 13.1% | 3.1% | i | 1.8% | -15.9% | -11.3% | -0.8% | 3.1% | -7.0

Along the list, as entered above.
Nos. 26–37 in MCF10A rerep read 3.9%, 27.7%, nt, ?, -1.1%, -8.2%, nt, nt, -14.5%, -13.1%, -2.9%, ?
